Mtb BioA inh: blocks M. tuberculosis BioA enzyme activity | inhibition, % at 9.99 µM | purified M. tuberculosis BioA enzyme, plate reader | hit rate 0.096% among 360,000 | AID 602481; in the data active = inhibition above about 40%; inconclusive = no clear call, values can overlap the other calls
UGM FP inh: inhibitors of M. tuberculosis UDP-galactopyranose mutase; purified UGM, fluorescence polarization probe displacement; hit rate 0.06% among 320,000; AID 504406; P9WIQ1; inhibition, % at 10 µM; in the data active = inhibition above about 10%, passing the limit was not always enough; inconclusive = no clear call, values can overlap the other calls
Target sequence (P9WIQ1 whole entry, looked up): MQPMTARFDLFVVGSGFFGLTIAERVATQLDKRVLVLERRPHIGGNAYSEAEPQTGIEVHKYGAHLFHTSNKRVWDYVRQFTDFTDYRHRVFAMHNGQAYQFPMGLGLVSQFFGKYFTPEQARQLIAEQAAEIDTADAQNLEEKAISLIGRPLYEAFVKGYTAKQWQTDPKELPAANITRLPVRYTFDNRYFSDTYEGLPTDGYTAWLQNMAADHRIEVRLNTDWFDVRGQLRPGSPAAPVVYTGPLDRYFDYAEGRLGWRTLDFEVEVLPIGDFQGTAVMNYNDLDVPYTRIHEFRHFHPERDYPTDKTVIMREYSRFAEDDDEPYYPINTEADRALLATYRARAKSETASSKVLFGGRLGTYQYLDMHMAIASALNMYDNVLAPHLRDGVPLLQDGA
FBA Mtb inh: inhibitors of M. tuberculosis fructose-bisphosphate aldolase | P9WQA3 | purified M. tuberculosis FBA, fluorescence read-out | inhibition, % at 1 µM | hit rate 2.3% among 360,000; in the data active = inhibition above about 27%;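 note: 0% = vehicle and 100% = reference inhibitor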
Target sequence (P9WQA3 whole entry, looked up): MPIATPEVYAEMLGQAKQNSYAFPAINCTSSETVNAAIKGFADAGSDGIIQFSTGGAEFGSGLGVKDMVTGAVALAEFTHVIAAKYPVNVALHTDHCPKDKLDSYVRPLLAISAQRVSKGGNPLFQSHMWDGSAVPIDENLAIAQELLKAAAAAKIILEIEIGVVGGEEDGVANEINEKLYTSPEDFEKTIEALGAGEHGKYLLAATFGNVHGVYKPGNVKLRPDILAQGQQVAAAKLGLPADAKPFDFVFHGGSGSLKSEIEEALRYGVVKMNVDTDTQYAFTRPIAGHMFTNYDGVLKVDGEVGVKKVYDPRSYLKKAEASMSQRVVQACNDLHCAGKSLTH
BoNT A protease: BoNT A light chain protease inhibition. multiplex microsphere protease substrate cleavage, flow cytometry. inhibition, % at 10 µM. hit rate 0.17% among 360,000; note: plate controls were buffer without enzyme for full effect and enzyme alone for no effect
FadD28 FP inh: M. tuberculosis FadD28 bisubstrate binding inhibition | FadD28 bisubstrate probe binding, fluorescence polarization | inhibition, % at 12.5 µM | hit rate 0.22% among 360,000 | AID 588549; in the data active = inhibition above about 8.5%, passing the limit was not always enough; inconclusive = no clear call, values can overlap the other calls
Anthrax LF prot: inhibitors of Bacillus anthracis lethal factor protease; multiplex microsphere protease cleavage assay, LF; AID 588501; inhibition, % at 10 µM; hit rate 0.12% among 360,000; note: plate controls were buffer without enzyme for full effect and enzyme alone for no effect
BoNT-F LC inh: BoNT F light chain protease inhibition; inhibition, % at 10 µM; hit rate 0.22% among 360,000; Multiplex microsphere protease cleavage assay, flow cytometry; in the data active = inhibition above about 35%, passing the limit was not always enough; inconclusive = no clear call, values can overlap the other calls; note: plate controls were buffer without enzyme for full effect and enzyme alone for no effect
GDH-TPI counter: counter-screen for M. tuberculosis FBA inhibitors: GDH-TPI coupled enzymes; GDH-TPI coupled enzyme counterscreen, NADH absorbance; inhibition, % at 4.8 µM; hit rate 1.2% among 360,000; AID 588335; in the data active = inhibition above about 30%;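 note: 0% = DMSO wells and 100% = wells lacking the enzyme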
PfHsp40 rescue: restores yeast growth despite PfHsp40 toxicity | AID 504582 | growth rescue, % at 12.5 µM | S. cerevisiae expressing PfHsp40, growth rescue, ATP luminescence | hit rate 0.68% among 340,000; in the data active = growth rescue above about 28%, passing the limit was not always enough; inconclusive = no clear call, values can overlap the other calls;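 note: yeast W303a lacking pdr1 and pdr3 grown in galactose medium; growth measured after three days at 30 °C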
* hit, by the source's call; ? = inconclusive; . = no result given. Cut-off read from the data, not from the text of the source, unless noted: active = inhibition above about 30%; inconclusive = no clear call, values can overlap the other calls; inactive = below that. Hits appear at their usual frequency; any-hit rate near 4.7%.

structure	Mtb BioA inh	UGM FP inh	FBA Mtb inh	BoNT A protease	FadD28 FP inh	Anthrax LF prot	BoNT-F LC inh	GDH-TPI counter	PfHsp40 rescue
CCOc1ccc(NC(=O)CN(C)C(=O)Cc2c(C)nc3ccccc3c2C)cc1OCC	2.1	1.3	2	0.8	-1.3	-5	0	-9	0.4
COC(=O)C(C)n1cnc2c(nnn2-c2ccc(OC)cc2)c1=O (configuration not stated)	2.6	-2.0	-5	0.6	-3.2	0	-1	0	0.2
C=CCn1cc(C(=O)OCC)c(=O)c2cc(F)c(F)cc21	1.4	-3.2	2	-2.7	-1.0	-10	-27	1	.
Cc1nn(-c2ccccc2)c2c1C(=O)N(c1ccccc1)C(=O)C(C)(C)C2	-0.2	.	3	-0.3	-0.6	-2	3	0	-0.5
O=[N+]([O-])c1cccnc1-n1cnc2ccccc21	.	-1.8	3	-2.6	-5.0	-1	-14	-6	-0.2
CCc1sc(C(=O)NCc2ccco2)cc1Br	0.5	1.4	1	0.0	0.4	-1	-2	9	2.0
CC(=O)Nc1ccc(-c2csc(NC(=O)C3CC(=O)N(c4ccc5c(c4)OCCO5)C3)n2)cc1 (configuration not stated)	.	1.0	4	0.1	-2.1	-7	-3	2	0.3
COc1ccc(CN(CCN2CCOCC2)C(=O)c2c(F)cccc2F)cc1OC	-2.4	-0.3	-1	0.3	0.2	-2	-5	15	-0.2
O=C(c1cccc(N2C(=O)C3CC=CCC3C2=O)c1)N1CCN(c2ccccc2)CC1 (configuration not stated)	.	1.9	1	5.7	-0.9	9	5	5	0.5
COC(=O)CCC(=O)N1CCCC(C(=O)c2ccc(Cl)cc2C)C1 (configuration not stated)	-1.7	1.8	1	-4.2	-1.2	10	?	2	1.2
Fc1ccc(CN2CCN3CCCC3C2C2CCCCC2)cc1F (configuration not stated)	2.6	-1.1	3	0.8	0.3	1	4	-3	-1.4
CN(C)C=Nc1ccc2nn(-c3ccccc3)nc2c1	.	-3.7	177*	-0.5	-3.2	0	4	10	0.7
COc1ccc(/C=N/n2c(SC)nnc(C(C)(C)C)c2=O)c(OC)c1	-3.5	-0.6	-1	-0.8	1.0	-5	-14	24	-0.7
CN(CC(=O)Nc1ccc(N2CCOCC2)cc1)C(=O)c1cn(-c2ccccc2)nc1-c1ccccc1	.	-0.4	-1	1.0	-4.0	-4	5	-4	-0.4
Cc1ccc(NC(=O)C(=O)NCCN2CCN(S(=O)(=O)c3ccccc3)CC2)cc1C	.	-2.5	4	0.8	0.5	-7	5	-4	-0.5
COc1ccc(/C=C/c2onc(C)c2S(=O)(=O)N2CCC(C(=O)N3CCC(C)CC3)CC2)cc1	-3.6	-1.2	4	0.9	-1.7	0	-3	29	0.6
COc1ccc(N2CCN(C(=O)C3CCCN(S(=O)(=O)c4ccc(F)cc4)C3)CC2)cc1 (configuration not stated)	-0.8	-0.1	0	-2.1	-3.2	0	-2	0	1.6
COC(=O)c1ccc(OC(=O)c2ccc(OC)c(OC)c2)c(OC)c1	-0.8	1.6	9	0.0	-0.6	-2	-1	-6	-0.3
Cc1ccccc1CCN(C(=O)Cn1nnc2ccccc21)C(C(=O)NC(C)(C)C)c1ccsc1 (configuration not stated)	-0.3	0.1	2	0.2	-1.5	-1	6	2	0.3
COc1ccccc1/C=C/C(=O)NCC(=O)n1nc(C)cc1C	.	-0.3	3	-1.2	1.3	5	-7	-7	-1.0
COc1ccccc1NC(=S)N1CCC(NC(=O)c2ccco2)CC1	.	-1.4	-3	0.0	-2.7	0	1	-2	0.2
COc1cc(OC)cc(C(=O)N[C@H](C(=O)OCC(=O)Nc2ccc(C(C)C)cc2)C(C)C)c1	.	-4.4	-1	0.6	1.8	-1	-4	3	-0.2
CCN(CC)CCOC(c1ccccc1)c1ccc(C)cc1 (configuration not stated)	.	-1.8	-1	-0.3	-0.1	1	-7	3	-0.4
CCOc1ccc(OCCNC2CCCC2)cc1	0.3	1.6	-1	?	?	-3	-6	6	-1.0
CCOC(=O)CSc1nc2c(sc3ccccc32)c(=O)n1CCCN1CCOCC1	1.9	-2.0	-1	0.5	-1.8	-6	20	16	0.1
COc1ccccc1CN1CCNC(=O)C1CC(=O)O (configuration not stated)	.	2.7	1	1.3	-1.1	5	0	-1	0.9
Cc1ccc2c(c1)C1CN(C)CCC1N2Sc1ccccc1[N+](=O)[O-] (configuration not stated)	.	-1.3	1	0.3	-3.8	-6	4	0	3.5
Cc1ccc(NC(=O)C(=O)NCCc2c[nH]c3ccccc23)c(C)c1	.	-1.1	3	-1.9	-1.8	-6	-13	7	-1.8
CC(=NO)C1CCC2C3CCC4=CC(=NO)CCC4(C)C3C(O)CC12C (configuration not stated)	-0.4	.	-1	-0.4	-0.1	-2	2	8	-1.3
C[C@H]1CN([C@@H](C)CO)C(=O)CCCn2nncc2CO[C@H]1CN(C)S(=O)(=O)c1ccc(C#N)cc1	-1.3	.	4	-0.1	-0.7	2	3	2	.

By substructure, the compounds so far containing a nitro group on carbon (2)
structure	Mtb BioA inh	UGM FP inh	FBA Mtb inh	BoNT A protease	FadD28 FP inh	Anthrax LF prot	BoNT-F LC inh	GDH-TPI counter	PfHsp40 rescue
O=[N+]([O-])c1cccnc1-n1cnc2ccccc21	.	-1.8	3	-2.6	-5.0	-1	-14	-6	-0.2
Cc1ccc2c(c1)C1CN(C)CCC1N2Sc1ccccc1[N+](=O)[O-] (configuration not stated)	.	-1.3	1	0.3	-3.8	-6	4	0	3.5

(next part)
structure	Mtb BioA inh	UGM FP inh	FBA Mtb inh	BoNT A protease	FadD28 FP inh	Anthrax LF prot	BoNT-F LC inh	GDH-TPI counter	PfHsp40 rescue
CCC(=O)N(c1nnc(SCC(=O)Nc2ccccc2Cl)s1)C1CC1	1.2	-0.2	0	3.4	-4.1	-4	-2	-3	-0.1
CC(C)N(Cc1nc(-c2ccccc2)no1)C(=O)c1ccc(Br)o1	1.3	0.9	4	0.4	-1.0	-1	-12	-2	0.2
COc1ccc(-c2cc(C(F)(F)F)n3nc(C(=O)NCCN4CCOCC4)cc3n2)cc1	3.9	1.9	39*	0.3	-0.6	0	1	8	-0.5
CCOc1ccc(N2C(=O)CC(/C=C3/N(C)c4ccccc4C3(C)C)C2=O)cc1 (configuration not stated)	.	-0.8	-2	2.6	-0.7	1	-11	10	3.3
Cc1cccc(-n2c(-c3ccc([N+](=O)[O-])cc3)nc3ccccc3c2=O)c1	.	-0.3	4	-0.3	2.2	-1	0	8	0.5
O=C(Nc1ccc2c(c1)OCCO2)C(C1CC1)N1CCN(c2ccc(C(F)(F)F)cn2)CC1 (configuration not stated)	-5.4	.	-2	-0.1	-4.4	1	-4	.	.
CN1C(=O)N(CC(=O)Nc2ccc(C(F)(F)F)cc2)C(=O)C12CCCCC2	0.5	.	-1	-1.6	-9.7	-2	0	-1	-1.1
O=C(CNC(=O)c1ccco1)NCCCc1ccccc1	.	0.8	4	-2.7	0.8	2	-19	-2	-0.8
O=C(O)c1ccccc1C(=O)NCC(O)COc1ccc(Cl)cc1 (configuration not stated)	.	-0.2	2	-0.9	-1.3	4	4	10	-0.6
NNc1ncnc2c1cnn2-c1ccccc1	.	0.7	-3	-1.5	-5.2	-2	-1	-10	-1.3
CCOC(=O)c1cnc2c(C)cc(C)cc2c1Nc1ccc(S(=O)(=O)Nc2ncccn2)cc1	-0.3	2.1	2	0.4	-3.0	-2	-2	8	-2.2
CC1CCCC(C)N1C(=O)COC(=O)CCC(=O)c1cccs1 (configuration not stated)	1.2	4.3	-4	-0.8	-4.3	1	-2	-14	-1.3
O=C(C1=C[C@@H](c2ccc(Br)cc2)C[C@@H](OCc2ccc(CO)cc2)O1)N1CCOCC1	0.0	0.8	-1	-0.6	-2.0	4	3	9	-0.6
Cn1cc(Cl)c(C(=O)NNC(=S)NCc2ccco2)n1	.	0.7	0	-1.6	-2.7	0	0	-6	1.5
CC1(C)Cc2c(C#N)c(N3CCN(C(=O)c4ccccc4)CC3)nc(-c3ccco3)c2CS1	-2.9	3.4	5	5.3	0.9	-2	12	16	-0.8
Brc1ccccc1OCCCN1CCCC1	-2.5	-1.0	-2	-2.4	-2.3	-4	-11	-6	-1.0
COc1cc(C)c(Cl)cc1S(=O)(=O)N(C)C	0.2	3.0	1	0.9	0.4	-2	-19	4	0.3
CC1(C)CC(=O)C(C(=O)C2CCN(S(=O)(=O)c3ccccc3)CC2)C(=O)C1	.	-0.1	-3	-0.2	2.7	4	-1	3	-1.4
Cc1ccccc1OCCn1cc(C(=S)N2CCN(C)CC2)c2ccccc21	.	-0.7	0	-0.3	-2.9	2	-2	3	-0.4
COc1ccc(-c2nn(C)c(=O)c3ccccc23)cc1NC(=O)COc1ccccc1	-3.0	-1.2	3	-0.3	-1.5	0	-4	5	-1.8
CC(C)c1nc2sc3c(SCC(N)=O)ncnc3c2c2c1CCC2	-0.2	0.8	0	.	-2.2	.	.	9	-0.2
COc1ccc(S(=O)(=O)N2CCN(C(=O)c3cc4c(s3)CCCC4)CC2)cc1	-1.0	1.2	4	1.4	1.2	1	-3	8	2.7
O=[N+]([O-])c1ccc(CN2CCN(c3ccc([N+](=O)[O-])cc3)CC2)cc1	1.2	0.5	-4	1.0	-1.6	-11	14	8	2.3
N#C/C(=C(/O)COc1ccc(Br)cc1)c1nnc2n1CCCCC2	.	-0.7	5	-0.7	-1.7	1	-1	-3	2.0
Cc1cc(C)nc(NS(=O)(=O)c2ccc(NC(=O)Cc3ccc(F)cc3)cc2)n1	-2.5	-0.3	1	-2.5	-1.3	-7	-6	3	0.0
Cc1cccc(-c2nnnn2-c2cccc(C)c2)c1	.	-0.1	-3	-0.2	-3.5	3	-7	1	0.5
CC(=O)c1cc2cccc(OC3(C)CCN(Cc4ccc5ccccc5c4)C3)c2o1 (configuration not stated)	-0.9	.	4	0.0	-0.3	-3	-5	-2	.
CC(C)CN(CC(C)C)C(=O)Nc1ccc(F)cc1F	-0.7	-1.1	-4	0.1	-2.8	-6	3	4	0.5
O=C(NC1CCN(Cc2ccccc2)CC1)c1ccccc1	1.2	0.2	2	0.3	-0.9	10	-8	1	-0.9
COc1ccc2c(c1)c1ncn(Cc3ccccn3)c(=O)c1n2C	.	0.5	159*	0.0	-2.7	-10	1	-7	-0.7

(cont.)
structure	Mtb BioA inh	UGM FP inh	FBA Mtb inh	BoNT A protease	FadD28 FP inh	Anthrax LF prot	BoNT-F LC inh	GDH-TPI counter	PfHsp40 rescue
COc1ccc(N2CCOCC2)c(NC(=O)c2cccnc2)c1	3.0	1.1	1	1.9	-1.2	0	-1	8	-0.8
CN(C)S(=O)(=O)c1ccc(N2CCCC2)c(C(=O)Nc2nccs2)c1	-1.2	-1.9	0	0.6	-4.0	-2	-9	13	-0.4
C/C(=N\NC(=O)c1nnn(-c2nonc2N)c1CN1CCC(C)CC1)c1cccc(Br)c1	-8.0	3.1	0	0.4	-1.3	1	5	-1	0.9
S=c1[nH]nc(CCCc2n[nH]c(=S)o2)o1	.	-5.9	-1	1.4	-0.4	3	5	-9	0.2
COC(=O)[C@H](CCSC)NC(=O)Cn1cnc(C(=O)Nc2ccc(C)c(C)c2)n1	-0.9	.	-1	-0.1	-1.6	-4	-2	3	-1.4
O=S1(=O)N=C(N(CCO)/N=C/c2ccc(Br)cc2)c2ccccc21	-1.5	2.9	-3	-0.8	.	-7	?	15	2.5
CCC(Sc1ncccc1C(=O)OCCN1CCCC1=O)C(=O)NCc1ccco1 (configuration not stated)	2.4	-0.5	0	6.5	-1.0	-7	8	2	1.3
O=C(CCc1nnc(-c2ccccc2)o1)NCC1CCN(C2CCCC2)CC1	.	-1.7	4	0.3	1.0	-4	6	5	-1.2
COc1ccc(OC)c(NC(=O)CN2CCC(C(=O)c3ccc(C)cc3)CC2)c1	1.6	0.6	3	-1.1	-1.4	-6	-15	-12	0.1
c1ccc(Oc2cccc(CN3CCOCC3)c2)cc1	-0.7	0.1	3	0.3	-1.3	-2	0	0	0.2
